CHRM4 PAM: CHRM4 positive allosteric modulation. P08173. CHO-K1 hM4/Gqi5, Fluo-8 calcium fluorescence, ACh EC20; 0% = ACh EC20, 100% = maximal ACh. activation, % at 3 µM. hit rate 0.4% among 360,000. AID 624126;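 active means activation above its plate's cutoff, the mean activation of sample wells plus 3 SD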; further: some results filed as inactive read as strong as hits
IDE cell inh: inhibits human insulin-degrading enzyme in HEK cells. FAbetaB cleavage, fluorescence polarization. inhibition, % at 5.59 µM. hit rate 0.41% among 320,000. AID 434962;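 active means percent inhibition above the average of all tested compounds plus 3 SD, set per screening campaign, cut at about 16% in these data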;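 further: IDE supplied by intact live HEK cells; FP after avidin binding of uncleaved biotin substrate so inhibition keeps polarization high; 0% = DMSO wells and 100% = 60 µM reference IDE inhibitor Ii1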
PHOSPHO1 block: blocks human PHOSPHO1 phosphatase activity; Q8TCT1; recombinant PHOSPHO1, absorbance phosphatase assay; inhibition, % at 13.3 µM; hit rate 1.1% among 290,000; AID 1565; in the data active means inhibition above about 60%
Target sequence (Q8TCT1 whole entry, looked up): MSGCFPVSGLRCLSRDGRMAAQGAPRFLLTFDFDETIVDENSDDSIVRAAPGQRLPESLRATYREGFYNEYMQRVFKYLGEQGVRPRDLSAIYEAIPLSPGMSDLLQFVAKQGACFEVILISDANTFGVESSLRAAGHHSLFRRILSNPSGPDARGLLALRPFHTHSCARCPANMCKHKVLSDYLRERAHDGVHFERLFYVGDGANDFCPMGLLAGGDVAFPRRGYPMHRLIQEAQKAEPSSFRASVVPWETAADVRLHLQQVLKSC
IDE cell activ: boosts human insulin-degrading enzyme activity in HEK cells. FAbeta-B cleavage, fluorescence polarization; 0% vehicle, 100% cell-free pure enzyme wells. hit rate 0.073% among 340,000. activation, % at 5.96 µM. AID 493087;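 active means activation above the mean of all tested compounds plus 3 SD, set per screening campaign, cut at about 17% in these data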
CRFBP-R2 block: antagonists of CRF-binding protein/CRF-R2 receptor complex | HEK293 CRF-R2/CRF-BP, CRF-induced calcium fluorescence | inhibition, % at 11.8 µM | hit rate 0.59% among 350,000 | AID 588475;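 active means inhibition of the ligand-induced calcium signal above about 50% at the single tested concentration, limit read from the data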
GalR3 antag: blocks the human galanin receptor 3. O60755. HEK293 GalR3-CNG cAMP membrane potential fluorescence; galR3 body fused to GalR1 C-terminus. inhibition, % at 3 µM. hit rate 0.44% among 360,000. AID 651719;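 active means inhibition above the screen-wide average plus 3 SD, cut at about 13% in these data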;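 further: forskolin and galanin both at EC90 stimulate the cells; cAMP rise reported by CNG channel membrane potential dye signal; 0% = forskolin plus galanin with DMSO and 100% = forskolin alone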
CRFBP-R2 agonist: agonists of human CRF-binding protein/CRF-R2 receptor complex; hit rate 0.46% among 350,000; activation, % at 13.2 µM; HEK293 CRF-R2/CRF-BP, calcium dye fluorescence (FLIPR); percent of saturating CRF peptide response; AID 588473;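 active means activation of at least 50%, plus an integration ratio under a set limit after plate pattern correction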;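 further: plate controls were neutral control wells without compound for no effect and CRF at EC100 for full effect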
pCIP destab: lowers stability of the mouse p/CIP coactivator protein; decrease of EGFP signal, % at 10 µM; hit rate 0.01% among 290,000; F442A p/CIP-EGFP cells, EGFP fluorescence, 16 h; Q05BA5;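 active means EGFP signal decrease of at least 30% at 10 µM or well 3 SD below plate mean, unless failing retest; inactive means the rest, including hits failing retest or dose response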; further: some compounds called inactive have numbers as strong as hits; many of its hits are not listed in these tables
MEKK3 PB1 HTS: MEKK3-MEK5 PB1 interaction, increase or decrease; Q99759; bead-based flow cytometry, Alexa488-MEK5 binding to MEKK3; actives lie on both sides; 0 = blocked by unlabeled MEK5, 100 = vehicle; binding response (% of control), % at 10 µM; hit rate 1.4% among 290,000;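 active means binding response more than 3 SD above or below the average of its plate-row segment, actives on both sides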;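 further: Alexa488 bead fluorescence after subtracting the streptavidin-only scavenger bead signal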
Target sequence (Q99759 whole entry, looked up): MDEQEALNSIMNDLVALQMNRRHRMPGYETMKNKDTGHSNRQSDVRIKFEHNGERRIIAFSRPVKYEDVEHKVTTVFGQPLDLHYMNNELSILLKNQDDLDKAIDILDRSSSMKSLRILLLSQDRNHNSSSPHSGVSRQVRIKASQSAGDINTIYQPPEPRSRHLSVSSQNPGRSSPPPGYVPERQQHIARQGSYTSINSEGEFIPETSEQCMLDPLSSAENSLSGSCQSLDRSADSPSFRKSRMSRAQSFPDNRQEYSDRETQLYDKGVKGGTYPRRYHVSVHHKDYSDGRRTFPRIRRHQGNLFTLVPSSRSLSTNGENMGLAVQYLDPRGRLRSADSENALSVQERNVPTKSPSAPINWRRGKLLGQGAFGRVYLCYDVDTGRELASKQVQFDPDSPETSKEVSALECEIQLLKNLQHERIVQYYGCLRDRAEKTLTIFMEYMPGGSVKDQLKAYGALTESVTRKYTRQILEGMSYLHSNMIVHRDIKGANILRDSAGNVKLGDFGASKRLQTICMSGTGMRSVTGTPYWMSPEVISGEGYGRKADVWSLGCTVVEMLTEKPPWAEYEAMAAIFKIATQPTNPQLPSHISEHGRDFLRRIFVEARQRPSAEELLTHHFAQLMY
Starred values were filed as active, the others as inactive; . = no result given; [ ] = remark or other dose.

CHRM4 PAM	IDE cell inh	PHOSPHO1 block	IDE cell activ	CRFBP-R2 block	GalR3 antag	CRFBP-R2 agonist	pCIP destab	MEKK3 PB1 HTS	Structure
-1	6	-69	-1	-9	3	-0.1	-5	77	O=C(O)CCn1ccnc1-c1ccccc1
4	-6	-1	0	-17	-8	-2.0	0	108	CCOc1ccc(NC(=O)CN2C(=O)COc3ccccc32)cc1
-11	5	15	1	-1	-6	26	-1	99	COC(=O)c1ccc(C(=S)NCC2(N(C)C)CCCCC2)cc1
-20	-1	41	2	-10	-9	1.8	-6	97	O=C(COC(=O)c1ccc(NS(=O)(=O)c2cccs2)cc1O)Nc1nc2ccccc2s1
-20	-1	-3	0	-17	-3	6.5	9	102	Cc1c(Cl)cccc1NC(=S)NCCc1ccc(C(F)(F)F)cc1
-2	3	16	9	-6	-5	-1.6	-1	.	COCCCNC(NC(=O)c1ccc(C)cc1)C(Cl)(Cl)Cl (stereo unspecified)
-4	0	20	-1	-22	-1	41	0	100	NC(=O)NC(=O)COC(=O)[C@H](Cc1ccccc1)NC(=O)c1cccs1
2	8	42	6	9	0	-0.9	-2	102	CC(C)(C)CC(C)(C)c1ccc(OCC(=O)N/N=C/c2ccc(S(=O)(=O)O)o2)cc1
1	2	-10	2	3	-3	-2.0	4	101	NS(=O)(=O)c1ccc(NC(=O)CN2CCN(S(=O)(=O)c3ccc(F)cc3)CC2)cc1
8	-3	-9	-1	10	2	0.0	5	102	CN(C)/C=N/c1nc2ccc3c(c2s1)CCCC3
-12	1	.	2	-5	-7	0.0	.	.	COc1ccc(S(=O)(=O)N2CCCCC2)cc1NC(=O)C1COc2ccccc2O1 (stereo unspecified)
4	5	27	-1	3	-3	-0.2	7	99	Nc1ccc2c(c1)ncn2CCCn1cnc2cc(N)ccc21
4	1	26	4	-4	-4	-0.2	-7	99	NC(=O)c1ccc(NC(=O)CS(=O)(=O)c2cn(CC(=O)N3CCCC3)c3ccccc23)cc1
-1	-2	25	7	6	-4	-1.4	-3	99	Cc1ccsc1CNC(=O)c1c(-c2ccccc2)noc1C
4	3	0	-3	5	-6	-1.4	3	96	CCOC(=O)c1ccc(NC(=O)Nc2ccc(S(N)(=O)=O)cc2)cc1
5	.	.	-2	8	-2	0.2	-3	101	O=C(CN1C(=O)C2C3C=CC(C3)C2C1=O)OCC(=O)c1ccc(Cl)cc1 (stereo unspecified)
-4	-4	5	5	17	-1	-2.9	-2	91	CN(Cc1ccccc1)c1ccc(N2C(=O)CCCC2=O)cc1[N+](=O)[O-]
3	-2	32	2	11	-8	-0.5	11	99	COc1ccc(Br)cc1CNC(=O)CCN1C(=O)COc2ccccc21
2	-2	14	2	.	-1	.	-15	105	Cc1oc2c(c(C)cc3oc(=O)c(CC(=O)NCC(=O)NCC(=O)O)c(C)c32)c1C
0	2	32	4	6	-9	-1.6	-14	105	COc1cc(NC(=O)CSCc2ccccc2)c(C(=O)O)cc1OC
-13	1	-5	2	-10	1	-1.4	-8	105	COC(=O)c1sccc1NC(=O)COc1ccc(Cl)cc1
-3	0	.	.	-2	-1	-1.2	.	.	O=C(Cn1ccccc1=S)c1ccc(Cl)c(Cl)c1
-5	-2	31	5	-4	-6	-0.6	2	102	CCOC(=O)c1sc(NC(=O)C2CC(=O)N(c3ccc(OC)cc3)C2)nc1C (stereo unspecified)
-1	7	34	3	-3	-2	0.0	9	100	CC(=O)N1CCc2cc(S(=O)(=O)CCC(=O)N3CCN(c4ccccc4)CC3)ccc21
-2	3	24	-5	-10	-4	-1.2	5	104	O=C(COc1ccc(Cl)cc1)NCc1nnc(SCC(=O)c2ccccc2)o1
4	0	44	5	2	-5	-0.8	2	107	COc1cc(/C=C2/CC(C)OC2=O)c([N+](=O)[O-])cc1OC (stereo unspecified)
-4	5	-13	2	-15	-13	0.6	1	105	COc1cc(/C=C/[N+](=O)[O-])ccc1OC(=O)/C=C/c1ccc(F)cc1
5	0	34	-4	0	2	-1.6	-7	106	COc1ccccc1N(CC(=O)N1CCOCC1)S(C)(=O)=O
-9	4	44	-2	-4	-6	-0.1	-10	101	CC(NC(=O)CN(C)S(=O)(=O)c1ccc(Br)s1)c1ccccc1 (stereo unspecified)
3	-1	24	-2	4	-9	0.5	-2	102	CCc1ccc(-c2nc(CN3CCCC(C(=O)NCCc4ccc(OC)c(OC)c4)C3)c(C)o2)cc1 (stereo unspecified)
10	-3	27	3	3	-7	1.0	0	101	Cc1cc(OC(C)C(=O)NCCCn2ccnc2)c2c(C)cc(=O)oc2c1 (stereo unspecified)
6	2	0	10	-2	-6	-1.0	-5	83	CCOC(=O)CSc1nc(C)c2ccc(C)cc2n1
2	0	-40	-1	-8	-2	-0.1	3	99	COc1cccc(NC2=NC3(CCCCC3)N=C(N)N2)c1
-1	0	9	1	-7	-6	-0.1	-5	95	CC(C)(C)c1ccc(C(=O)NNC(=O)Cc2cccc3ccccc23)cc1
-4	.	.	.	1	4	6.1	.	.	Cc1ccccc1N1CCN(C2CCCN(C(=O)CSc3ccccn3)C2)CC1 (stereo unspecified)
11	6	15	4	0	1	0.6	-4	96	COC(=O)N(C)c1ccccc1C(=O)N1CCOCC1
2	-3	-12	1	20	-4	1.2	3	101	O=C(CSCc1ccccc1)NCc1ccc2c(c1)OCO2
-1	2	-4	-3	-37	-1	1.0	-12	101	O=C(NC(=S)Nc1ccccc1N1CCCCC1)c1ccc(F)cc1Cl
8	4	6	2	4	2	1.1	-3	98	Cc1ccc(C(=O)CCC(=O)NCc2ccccc2)cc1
-1	.	.	.	10	-5	-1.7	.	.	COc1ccc(NC(=O)CSc2nnnn2C2CCCC2)cc1S(=O)(=O)N1CCOCC1
0	.	.	.	-7	-6	0.8	.	.	COc1ccc(S(=O)(=O)N(C)C[C@H]2Oc3ncc(-c4ccncc4)cc3C(=O)N([C@@H](C)CO)C[C@@H]2C)cc1
6	2	-4	-1	29	-11	-4.1	-2	102	CN(C)/C(=N\OC(=O)c1ccccc1)c1nonc1N
3	0	-4	3	20	-3	2.4	-1	.	Cc1nc(-c2ccccc2)sc1-c1nc(-c2ccccc2)ncc1S(=O)(=O)c1ccccc1
1	-2	.	4	-8	-8	0.8	.	.	O=C(CN1CCCC1c1ccc2c(c1)OCCO2)NC(=O)Nc1ccccc1 (stereo unspecified)
0	13	1	-12	-2	-6	2.2	-15	20*[inhibitor]	CS(=O)(=O)N1N=C(c2ccccc2)CC1c1ccc2c(c1)OCO2 (stereo unspecified)
5	-3	12	2	39	-4	0.8	-6	100	Cc1nc2c(C(=O)NCc3ccco3)cnn2c(C)c1Cc1ccc(F)cc1Cl
1	1	18	0	-3	-1	-4.8	-4	99	Cc1ccc(-c2nc(CS(=O)(=O)CC(=O)N3CCc4ccccc4C3)c(C)o2)cc1
0	-4	12	-2	9	1	-2.0	3	103	CCOC(=O)C1=C(O)C(=O)N(c2ccc(S(N)(=O)=O)cc2)C1c1cccc([N+](=O)[O-])c1 (stereo unspecified)
-4	7	-39	-3	-7	-6	-0.4	14	85	CC1CC(CC(=O)NNc2nc(-c3ccccc3)cs2)C(=O)O1 (stereo unspecified)
-9	6	27	-1	23	-3	-2.0	-9	94	CCCN(C(=O)c1ccco1)c1nnc(-c2cccc(C)c2)s1
-1	.	.	7	-19	.	-2.3	.	.	Cn1c(=O)c2c(nc(SCCN3CCOCC3)n2Cc2ccc(Cl)cc2)n(C)c1=O
1	4	9	3	-13	-1	0.4	-10	84	CC(C)CC(=O)N=C1SC2CS(=O)(=O)CC2N1CCc1ccccc1 (stereo unspecified)
6	3	-1	2	5	-6	1.4	-32	77	COc1cc(/C=C(/C#N)c2nc3ccccc3[nH]2)ccc1Oc1ncccc1[N+](=O)[O-]
-13	.	9	-3	8	-7	-0.1	4	108	CC(=O)Nc1ccc(S(=O)(=O)N2CCC(C(=O)NCCc3c[nH]c4ccccc34)CC2)cc1
-6	4	-14	4	-19	-5	2.9	4	91	O=C(COC(=O)c1cc(-c2cccnc2)nc2ccccc12)Nc1ccc(F)cc1F
-3	-5	30	1	2	-4	-1.6	-5	101	CCOC(=O)N1CCC(NC(=O)CSCc2nc(-c3ccc(C)cc3)oc2C)CC1
5	2	7	6	-7	-10	1.1	0	102	CC1(C)CC(=O)C2=C(C1)c1c(ccc3ccccc13)NC2c1ccc(C(=O)O)cc1 (stereo unspecified)
1	0	-23	-6	8	-5	-0.2	-11	102	O=C(CCC(=O)c1ccccc1)NCc1ccccc1
-3	1	2	2	-27	14*	-2.8	-11	89	Cc1cc(C)c2cc(CN(Cc3ccco3)C(=O)NCc3ccccc3)c(=O)[nH]c2c1
-4	5	-32	5	1	0	1.8	-11	73	CCC(C)n1c(=N)c(C#N)cc2c(=O)n3ccccc3nc21 (stereo unspecified)

In the list so far, 9 have a Cl atom.
CHRM4 PAM	IDE cell inh	PHOSPHO1 block	IDE cell activ	CRFBP-R2 block	GalR3 antag	CRFBP-R2 agonist	pCIP destab	MEKK3 PB1 HTS	Structure
-20	-1	-3	0	-17	-3	6.5	9	102	Cc1c(Cl)cccc1NC(=S)NCCc1ccc(C(F)(F)F)cc1
-2	3	16	9	-6	-5	-1.6	-1	.	COCCCNC(NC(=O)c1ccc(C)cc1)C(Cl)(Cl)Cl (stereo unspecified)
5	.	.	-2	8	-2	0.2	-3	101	O=C(CN1C(=O)C2C3C=CC(C3)C2C1=O)OCC(=O)c1ccc(Cl)cc1 (stereo unspecified)
-13	1	-5	2	-10	1	-1.4	-8	105	COC(=O)c1sccc1NC(=O)COc1ccc(Cl)cc1
-3	0	.	.	-2	-1	-1.2	.	.	O=C(Cn1ccccc1=S)c1ccc(Cl)c(Cl)c1
-2	3	24	-5	-10	-4	-1.2	5	104	O=C(COc1ccc(Cl)cc1)NCc1nnc(SCC(=O)c2ccccc2)o1
-1	2	-4	-3	-37	-1	1.0	-12	101	O=C(NC(=S)Nc1ccccc1N1CCCCC1)c1ccc(F)cc1Cl
5	-3	12	2	39	-4	0.8	-6	100	Cc1nc2c(C(=O)NCc3ccco3)cnn2c(C)c1Cc1ccc(F)cc1Cl
-1	.	.	7	-19	.	-2.3	.	.	Cn1c(=O)c2c(nc(SCCN3CCOCC3)n2Cc2ccc(Cl)cc2)n(C)c1=O
